Screens deposited in PubChem BioAssay by National Center for Advancing Translational Sciences (NCATS).
Pol eta inh – DNA polymerase eta (human) inhibition. Potency, µM (doses to about 114 µM), inactives show top-dose activity change, negative = inhibition, actives largely listed as inhibitors. recombinant Pol eta, fluorescent DNA replication assay. 1.2% of 390,000 active; also: % is scaled to controls: 0 for no effect and ±100 for the full control effect
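Pol eta (10 nM) was preincubated with compounds for 15 min at room temperature, after which fluorescent replication substrate (50 nM final) was added to start the reaction. Fluorescence was read kinetically at 0 and 10 min.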
POLI inh – blocks human DNA polymerase iota activity; Potency, µM (doses to about 115 µM), without a hit: at the top dose activity, negative = inhibition, actives largely listed as inhibitors; AID 588590; 1% of 390,000 active; Pol iota fluorescent replication assay, 10 min; Q9UNA4
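Fluorescent replication assay read twice, at 0 min and 10 min after adding 50 nM (final) substrate. Enzyme (10 nM) and compounds were first incubated 15 min at room temperature; enzyme-free buffer wells were negative controls.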
G9a block – G9a (human) methyltransferase inhibition; Q96KQ7; G9a H3K9 monomethylation, AlphaScreen, 2 h; Potency, µM (doses to about 102 µM), without a hit: at the top dose activity, negative = inhibition, most hits filed as inhibitors; 8.8% of 350,000 active; AID 504332; also: % is scaled to controls: 0 for no effect and ±100 for the full control effect; nearly all actives have a fitted effect of over 75% in size
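AlphaScreen detection with an anti-monomethyl H3K9 antibody quantified product after a 2 h room-temperature reaction containing 500 nM biotinylated H3K9 peptide, 20 µM SAM and 20 nM enzyme, which had been preincubated 15 min with compound.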
APE1 inh – inhibitors of human APE1 endonuclease. 0.35% of 350,000 active. AID 2517. recombinant APE1, TAMRA/BHQ-2 abasic DNA cleavage fluorescence. Potency, µM (top dose mostly 65.8 µM), for the others: top-dose activity change, negative = inhibition, usual class: inhibitors;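 also: plate controls were vehicle for no effect and reference inhibitor for full effect; nearly all actives have a fitted effect of over 55% in size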
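0.75 nM APE1 + cpd, 15 min RT; start w/ 50 nM TAMRA/BHQ-2 THF-abasic dsDNA; kinetic fluor 525/598 nm ×3 reads @60 s; Δ(read3−read1); normalized to DMSO and NSC13755 control wells.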
Pol kappa inh – inhibitors of human DNA polymerase kappa | purified Pol kappa, fluorescent DNA synthesis assay, 10 min | Potency, µM (highest dose often 107 µM), for the others: at the top dose activity, negative = inhibition, most hits filed as inhibitors | 0.53% of 400,000 active | AID 588579; also: % is scaled to controls: 0 for no effect and ±100 for the full control effect
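50 nM final substrate added after 15 min RT preincubation of 10 nM Pol kappa with compound; fluorescence read at 0 and 10 min.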
BLM helicase inh – inhibitors of human Bloom syndrome helicase BLM. P54132. recombinant BLM DNA unwinding, fluorescence dequenching. Potency, µM (top dose mostly 56.1 µM), for inactives: top-dose activity change, negative = inhibition, actives largely listed as inhibitors. 0.2% of 350,000 active;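 also: plate controls were vehicle for no effect and no enzyme for full effect; nearly all actives have a fitted effect of over 35% in size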
POLB inh – inhibitors of human DNA polymerase beta. P06746. Pol beta primer extension/strand displacement, fluorescence kinetic. Potency, µM (series often up to 114 µM), for inactives: at the top dose activity change, negative = inhibition, most hits filed as inhibitors. 1.3% of 340,000 active. AID 485314; also: % is scaled to controls: 0 for no effect and ±100 for the full control effect
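Pol beta (10 nM) was preincubated with compound for 15 min at room temperature. The reaction was then started with 50 nM substrate and read immediately and after a further 10 min at room temperature.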
BAZ2B block – inhibitors of human BAZ2B bromodomain; Q9UIF8; AlphaScreen BAZ2B-H3K14Ac peptide displacement; Potency, µM (highest dose often 114 µM), without a hit: at the top dose activity change, negative = inhibition, usual class: inhibitors; 4.4% of 360,000 active; AID 504333; also: % is scaled to controls: 0 for no effect and ±100 for the full control effect; nearly all actives have a fitted effect of over 60% in size
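Compounds, titrated to a top concentration of 110 uM, were incubated 30 min at room temperature with preformed BAZ2B/acetyl-K14 H3 peptide complex (50 nM each). Proximity signal was measured by AlphaScreen after 20 min with beads.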
JMJD2A Tudor – inhibitors of human JMJD2A Tudor domain. O75164. AlphaScreen JMJD2A-Tudor / H3K4me3 peptide binding. Potency, µM (doses to about 114 µM), for inactives: at the highest dose activity change, negative = inhibition, most hits filed as inhibitors. 4.4% of 390,000 active. AID 504339; also: % is scaled to controls: 0 for no effect and ±100 for the full control effect; nearly all actives have a fitted effect of over 50% in size
Target sequence (O75164 whole entry, looked up, the tested form may be a part): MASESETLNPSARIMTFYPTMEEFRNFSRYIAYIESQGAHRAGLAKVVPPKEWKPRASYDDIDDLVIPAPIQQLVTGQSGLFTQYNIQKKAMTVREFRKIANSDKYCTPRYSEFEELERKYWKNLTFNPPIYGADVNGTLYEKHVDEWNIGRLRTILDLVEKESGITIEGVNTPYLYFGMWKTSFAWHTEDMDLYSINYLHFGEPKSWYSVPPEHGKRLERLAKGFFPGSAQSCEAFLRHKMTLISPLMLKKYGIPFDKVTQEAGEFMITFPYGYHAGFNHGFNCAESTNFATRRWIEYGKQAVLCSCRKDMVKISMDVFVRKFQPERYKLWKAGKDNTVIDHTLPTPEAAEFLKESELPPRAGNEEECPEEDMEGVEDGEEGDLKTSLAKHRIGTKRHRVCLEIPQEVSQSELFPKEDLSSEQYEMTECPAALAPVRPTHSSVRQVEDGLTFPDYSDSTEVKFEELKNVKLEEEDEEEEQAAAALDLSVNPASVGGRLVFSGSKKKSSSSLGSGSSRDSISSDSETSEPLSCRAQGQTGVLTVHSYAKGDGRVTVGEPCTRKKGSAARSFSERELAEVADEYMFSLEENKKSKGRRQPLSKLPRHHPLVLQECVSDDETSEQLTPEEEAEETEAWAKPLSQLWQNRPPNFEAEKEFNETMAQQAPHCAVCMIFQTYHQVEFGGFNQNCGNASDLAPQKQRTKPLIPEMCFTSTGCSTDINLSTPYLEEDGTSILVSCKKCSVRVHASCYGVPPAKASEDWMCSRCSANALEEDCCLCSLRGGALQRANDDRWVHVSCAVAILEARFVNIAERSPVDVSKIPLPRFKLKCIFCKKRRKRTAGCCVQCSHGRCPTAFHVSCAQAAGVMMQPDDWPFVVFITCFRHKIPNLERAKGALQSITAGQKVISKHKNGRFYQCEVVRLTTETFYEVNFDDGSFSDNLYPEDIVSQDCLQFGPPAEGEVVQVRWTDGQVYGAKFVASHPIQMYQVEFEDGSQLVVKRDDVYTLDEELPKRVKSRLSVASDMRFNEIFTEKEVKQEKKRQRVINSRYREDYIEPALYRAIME
Numbers without * were called inactive; ? = inconclusive; · = not tested or not shown; & = joins results of further samples; [ ] = another dose, or the depositor's remark. Calls follow the shape of the dose curve; as a rule, active = well fitted curve in the direction sought with a large enough effect; inconclusive = small, poorly fitted or top-dose-only effect, or another doubt; inactive = no such curve, though single readings can be large; an effect the other way counts as inactive or inconclusive. Potency is read from the fitted curve at half-maximal effect. These rows are one share of the data; the hit share may differ from the screen's.

SMILES	Pol eta inh	POLI inh	G9a block	APE1 inh	Pol kappa inh	BLM helicase inh	POLB inh	BAZ2B block	JMJD2A Tudor
Cc1c(N(C)C(=O)C2CCCN2S(=O)(=O)c2ccccc2)c(=O)n(-c2ccccc2)n1C (stereo unspecified)	-9%	-10%	-27%[12.7 µM]	1%	-5%	-1%	2%	-5%	-13%
COC(=O)/C=C/c1cccc([C@H]2[C@@H]3C=CC[C@@H](C)[C@@H]3C(=O)N2Cc2ccccc2)c1	-27%	18%	?	-3%&1%	-12%	-14%[75.6 µM]	·	·	-7%
CCOc1ccc(C(=O)NCCC2=CCCCC2)cc1OCC	-12%	35%[activator]	?	-5%	-3%	-3%	36%	-11%	-1%
CC(NC1CCCC1)C(=O)Nc1ccccc1-c1ccccc1 (stereo unspecified)	-5%	8%	?	-1%	-10%	0%	18%	79µM*	2µM*
Cc1ccc2cccc(OCC(=O)N3CCc4ccccc43)c2n1	-9%	51%[activator]	-10%[59 µM]	-2%	-8%	-8%	?	?	2%
CCCCOC(=O)c1ccc(Nc2nnc(-n3nc(C)cc3C)c3ccccc23)cc1	·	0%	33%[59 µM]	·	-12%[60.1 µM]	-7%	6%	-4%	-13%
CCOC(=O)c1cc(-c2ccccc2)sc1NC(=O)COC(=O)c1cccc(S(N)(=O)=O)c1	-8%	11%	7%	-1%	-10%	-7%	-9%	-1%	2%
COC(=O)c1ccccc1NC(=O)CN(C)S(=O)(=O)c1cc(C)ccc1OC	-11%	-11%	12%[12.7 µM]	-5%	-6%	-5%	1%	4%	-10%
Cc1noc(C)c1C(=O)N1CCOCC1	-18%	-5%	4%	5%	-4%	-1%	21%	1%	-4%
O=C(CSc1nc(=O)[nH]c2c1CCC2)Nc1cc(C(F)(F)F)ccc1Cl	-21%	33%[activator]	-5%[59 µM]	·	-7%[60.1 µM]	4%	0%	-15%	-16%
CCOC(=O)CSCc1csc(CC(=O)Nc2ccccc2C)n1	5%	31%[activator]	·	·	4%	·	·	·	3%
Cc1noc(C)c1COC(=O)c1ccc(S(=O)(=O)NCc2ccco2)cc1	?	?	?	?	-21%	-12%	?	?	-32%
COCC(COS(N)(=O)=O)Cc1ccccc1 (stereo unspecified)	-19%	16%	26%	2%	9%	-1%	2%	-12%	-5%
COc1ccc(O)c(CN2CCC(n3nccc3NC(=O)CCOc3ccccc3)CC2)c1	-9%	-5%	·	9%	-10%	0%	-25%	?	-36%
O=C(NCc1cccc(C(F)(F)F)c1)c1cccc(S(=O)(=O)N2CCN(Cc3ccccc3)CC2)c1	-19%	11%	·	-10%	-18%	-6%	43%	-6%	-12%
Cc1cc(C)nc(Nc2ccccc2Cl)n1	-20%	41%[activator]	-7%	14%	7%	-3%	40%	4%	16%
CCOc1ccc(NC(=O)CN(C)C(=O)c2sc3ccccc3c2Cl)cc1OCC	-25%	11%	18%[2.33 µM]	39%	-8%	·	·	-31%	-34%
N#CCC(=O)Nc1ccc(C(=O)OCc2ccccc2Oc2ccccc2)cc1	-20%	31%	-9%	17%	-15%	-16%	-1%	-11%	-34%
CC(=O)N(CCCNC(=O)c1ccccc1)C(=O)c1ccccc1	-11%	-26%	17%[2.33 µM]	-3%	-15%	·	·	-6%	-15%
Cn1cc(CCNCc2cn[nH]c2-c2ccc(-c3ccccc3)cc2)cn1	0%	14%	-7%	24%	-22%	-3%	2%	-16%	-24%
CCOCCCNC(=S)N(CCN(C)C)Cc1cc2cc3c(cc2[nH]c1=O)OCCO3	0%	-1%	50µM*	13%	-21%	8%	4%	-34%	-7%
CCOc1ccc(-n2c(SCC)nc3c(c2=O)SCC3)cc1	-8%	·	20%[59 µM]	-2%	-9%	-2%	6%	9%	-5%
CCOC(=O)Nc1ccc2c(c1)N(C(=O)CN(CC)CC)c1ccccc1C=C2	9%	12%	7%[59 µM]	1%	-3%	3%	?	9%	-24%
COc1ccc(CCNC(=O)CS(=O)Cc2nc(-c3cccs3)oc2C)cc1OC (stereo unspecified)	-14%	21%	?	-1%	-10%	-5%	1%	?	-19%
O=C(NCC1CCCO1)c1ccc(NC(=O)c2ccc(Br)cc2)cc1 (stereo unspecified)	-5%	51%[activator]	·	·	5%	·	·	·	-2%

Individual results from above:
Pol kappa inh, COC(=O)/C=C/c1cccc([C@H]2[C@@H]3C=CC[C@@H](C)[C@@H]3C(=O)N2Cc2ccccc2)c1 stands at -12%
Pol eta inh, CCOC(=O)c1cc(-c2ccccc2)sc1NC(=O)COC(=O)c1cccc(S(N)(=O)=O)c1 stands at -8%

Other records
SMILES	Pol eta inh	POLI inh	G9a block	APE1 inh	Pol kappa inh	BLM helicase inh	POLB inh	BAZ2B block	JMJD2A Tudor
COc1ccc(Cc2nnc(NC(=O)c3ccccc3[N+](=O)[O-])s2)cc1	-8%	-12%	·	7%	-18%	-2%	19%	?	-20%
CN(C(=O)Cc1c[nH]c2ccccc12)C(C(=O)Nc1ccc2c(c1)OCO2)c1ccccc1 (stereo unspecified)	-10%	101%[activator]	?	-2%	-13%	-11%	1%	?	?
COc1cc(-c2nnc(CSc3nnc(N)s3)o2)cc(OC)c1OC	-6%	4%	23%[59 µM]	0%	-17%	0%	0%	4%	-9%
O=S(=O)(Nc1cccc(S(=O)(=O)N2CCCCC2)c1)c1ccccc1F	-3%	28%	·	-11%	-13%	·	·	·	-10%
COc1cccc(CNCCc2c[nH]c3ccccc23)c1OCc1ccccc1	-26%	94%[activator]	-4%[59 µM]	15%	-12%	-7%	32%	?	?
COc1ccccc1OCCC(=O)OCC(=O)Nc1ccc2c(c1)OCO2	-2%	-1%	·	27%	-10%	·	·	·	-18%
CC(=O)c1ccc(NC(=O)CN2C(=O)NC3(CCc4ccccc43)C2=O)cc1 (stereo unspecified)	-3%	-4%	·	25%	-2%	·	·	·	-11%
Cc1ccc(NC(=O)CCNC(=O)c2ccco2)cc1Cl	0%	-28%	15%	4%	-6%	-1%	38%	-1%	-17%
CCOC(=O)C(=CNc1ccc(Cl)cn1)C(=O)OCC	-13%	-7%[58.9 µM]	-6%	-1%	-10%	-6%	-4%	-3%	3%
CCCCn1c(N)c(N(CCOC)C(=O)c2cc(-c3ccc(F)cc3)nc3ccccc23)c(=O)[nH]c1=O	-12%	-4%	45µM*	7%	-7%	·	·	2%	-10%
COc1ccc(C2N=C(c3ccccc3)NC(c3ccccc3)=N2)cc1	-17%	22%	17%[59 µM]	4%	6%	-5%	-17%	2%	12%
Cc1sc(NC(=O)Cn2nc(C(F)(F)F)cc2C)c(C(=O)OC(C)C)c1C	-8%	23%	1%	-7%	-20%	-7%	-4%	0%	-13%
O=C(c1ccccc1)N1CCN(c2ncnc3c(-c4ccccc4)nsc23)CC1	-23%	20%	0%	8%	-19%	-5%	-19%	-20%	-14%
CC(=O)N1c2ccccc2N(Cc2ccc(C)cc2C)C(=O)C1(C)C	-16%	24%	12%	-11%	0%	-9%	?	-7%	2%
Cc1cc(=O)[nH]c(SCC(N)=O)c1C#N	-8%	-8%	10%[2.33 µM]	0%	-1%	-4%	2%	-11%	-2%
CC1(C)NC(=O)N(CCOCCSc2ccccc2)C1=O	-4%	-7%	-1%[12.7 µM]	-7%	-2%	-3%	24%	9%	-10%
O=C(NNc1ccc([N+](=O)[O-])cn1)Nc1ccc(N=Nc2ccccc2)cc1	-4%	-11%	·	·	-10%	·	·	·	-21%
CCOc1ccc(NC(=O)Cc2ccccc2)c([N+](=O)[O-])c1	-14%	-4%	-16%[59 µM]	2%	-11%	-1%	0%	?	-19%[57.1 µM]
Cc1onc(-c2ccccc2)c1C(=O)OCCOc1ccccc1F	-14%	155%[activator]	308%[activator]	48%[activator]	-4%	-12%	10%	115%[activator]	-10%[57.1 µM]
NC(=O)c1ccc(NCC2CCCO2)c([N+](=O)[O-])c1 (stereo unspecified)	10%	83%[activator]	-34%	59%	-16%	-14%	3%	?	-8%
Cc1ccc(C2=NOC(=O)/C2=C\c2ccccc2)cc1	-18%	?	·	·	-21%	·	·	·	-12%
COc1ccc(NC(=O)C(Cc2ccccc2)NC(=O)c2ccco2)cc1OC (stereo unspecified)	-12%	-7%	-26%[59 µM]	14%	-8%	-12%	-1%	6%	-18%
Cc1ccc(NC(=O)c2ccc3c(O)c(S(=O)(=O)c4ccccc4)c(=O)[nH]c3c2)cc1Cl	-20%	-8%	-48%[59 µM]	·	-9%	-4%	-4%	?	-17%
Cc1ccc(S(=O)(=O)N2CCCCC2)cc1NC(=O)CSc1nncn1-c1ccccc1	1%	27%	-4%	-7%	-13%	-2%	-29%	-20%	-18%
CC(C)(C)OC(=O)NCCCCCNC(=O)c1[nH]cnc1C(=O)Nc1ccon1	-11%	27%	8%[0.501 µM]	8%	-6%	·	·	56µM*	-9%

The final 2 entries of the section before come first, to join the parts:
SMILES	Pol eta inh	POLI inh	G9a block	APE1 inh	Pol kappa inh	BLM helicase inh	POLB inh	BAZ2B block	JMJD2A Tudor
Cc1ccc(S(=O)(=O)N2CCCCC2)cc1NC(=O)CSc1nncn1-c1ccccc1	1%	27%	-4%	-7%	-13%	-2%	-29%	-20%	-18%
CC(C)(C)OC(=O)NCCCCCNC(=O)c1[nH]cnc1C(=O)Nc1ccon1	-11%	27%	8%[0.501 µM]	8%	-6%	·	·	56µM*	-9%
Cc1cc(C(=O)CSc2nnc(N)s2)c(C)n1C1CC1	-7%	-13%	50µM*	-7%	-16%	·	·	-11%	-19%
Cc1ccc(Nc2nnc(SCC(=O)c3ccc(O)cc3O)s2)cc1	1%	?	32µM*	-12%	-18%	-9%	?	-13%	-33%
CCc1ccc(C2C(=O)c3ccccc3C2=O)cc1	-20%	-4%	·	·	2%	·	·	·	-29%
CC(C)c1ccc(NC(=O)COC(=O)c2nn(C)c(=O)c3ccccc23)cc1	-14%	-16%	·	19%	-4%	·	·	·	-3%
O=C(Nc1ccccc1C(F)(F)F)C1CCN(C(=O)c2cccs2)CC1	-16%	83%[activator]	14%	6%	-9%	0%	33%	5%	-15%
CCc1ccc(C(=O)c2cn(Cc3ccc(F)cc3)c3cc(OC)c(OC)cc3c2=O)cc1	-8%	19%	-41%[59 µM]	·	1%	-8%	-3%	-28%	-21%
CN(C)S(=O)(=O)c1cccc(-c2nnc3n2CCCCC3)c1	-7%	-1%	17%[59 µM]	16%	-8%	-1%	29%	5%	-9%
COc1cc(/C=N/NC(=O)c2ccc(CN3C(=O)c4cccc5cccc3c45)cc2)cc(OC)c1O	-15%	?	-30%[12.7 µM]	-3%	-39%	-4%	-27%	-2%	21%
